Source: PubChem (several laboratories)
HTRA1 inh: blocks human HTRA1 serine peptidase; Q92743; recombinant HTRA1, FP-rhodamine activity-based probe, fluorescence polarization; inhibition, % at 5.96 µM; 0.5% of 340,000 active; in the data active means inhibition above about 36%;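 further: 0% = enzyme with DMSO and 100% = wells lacking enzyme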
TCR CD3 inh: blocks the human TCR-CD3 interaction; inhibition, % at 9.4 µM; 0.37% of 360,000 active; TAMRA-labeled TCR probe fluorescence, biochemical; in the data active means inhibition above about 19%;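 further: recombinant mutant TCR 2C K166C tagged with TAMRA read by polarization; 0% = receptor in buffer alone and 100% = receptor with positive control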
PRMT1 inh: PRMT1 (human) inhibition, primary screen | recombinant PRMT1, activity-based probe fluorescence polarization | 1.3% of 370,000 active | inhibition, % at 2.79 µM | Q99873;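 active means inhibition above about 21% made by adding two undisclosed values, limit read from the data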
Target sequence (Q99873 whole entry, looked up): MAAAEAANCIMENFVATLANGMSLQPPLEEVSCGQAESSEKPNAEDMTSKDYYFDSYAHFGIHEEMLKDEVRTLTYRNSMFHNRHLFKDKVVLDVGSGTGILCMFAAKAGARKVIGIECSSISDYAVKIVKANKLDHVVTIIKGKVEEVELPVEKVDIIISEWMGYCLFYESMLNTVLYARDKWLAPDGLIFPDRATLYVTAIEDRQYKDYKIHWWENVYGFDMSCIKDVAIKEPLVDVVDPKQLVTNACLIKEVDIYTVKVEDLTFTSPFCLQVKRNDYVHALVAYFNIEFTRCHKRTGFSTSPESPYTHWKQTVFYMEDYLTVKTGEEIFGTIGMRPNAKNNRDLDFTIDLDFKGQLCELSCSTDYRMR
NPR2 activator: GC-B (human) receptor activation | HEK293-GC-B cells, CNP EC30, cGMP TR-FRET; 0% at EC30 CNP, 100% saturating CNP | activation, % at 10 µM | 0.11% of 370,000 active | AID 1920062;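 active means activation at 10 µM reaching about 35% in either raw or pattern-adjusted values, limit read from the data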
ABHD4 inh: inhibitors of mouse ABHD4. Q8VD66. purified mABHD4, FP-Rh probe fluorescence polarization. inhibition, % at 8.92 µM. 0.54% of 370,000 active;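 active means inhibition exceeding the mean over every tested compound plus 3 SD, cut at about 30% in these data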;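 further: 0% = plate median of compound wells and 100% = S159A mutant with DMSO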
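Material: mouse ABHD4 enzyme, wild type; Benchmarks: S159A mutant high control, sample median low control; Buffer or medium: HEPES pH 7.0, NaCl, Pluronic buffer; Signal: fluorescence polarization; Read-out: percent inhibition of probe binding, normalized to plate controls; Timing: pre-incubation 45 min, probe exposure 60 min, at 25 °C; Dosing: 8.92 µM, single dose.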
SIAE primary: blocks human sialic acid acetylesterase; Q9HAT2; SIAE FP-Rh probe binding, fluorescence polarization; inhibition, % at 9.66 µM; 0.69% of 370,000 active; AID 1053197;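 active means inhibition above a cutoff: mean of compounds within the control limits plus 3 SD of those, cut at about 17% in these data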;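 further: 0% = plate median of compound wells and 100% = probe without SIAE protein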
Target sequence (Q9HAT2 whole entry, looked up): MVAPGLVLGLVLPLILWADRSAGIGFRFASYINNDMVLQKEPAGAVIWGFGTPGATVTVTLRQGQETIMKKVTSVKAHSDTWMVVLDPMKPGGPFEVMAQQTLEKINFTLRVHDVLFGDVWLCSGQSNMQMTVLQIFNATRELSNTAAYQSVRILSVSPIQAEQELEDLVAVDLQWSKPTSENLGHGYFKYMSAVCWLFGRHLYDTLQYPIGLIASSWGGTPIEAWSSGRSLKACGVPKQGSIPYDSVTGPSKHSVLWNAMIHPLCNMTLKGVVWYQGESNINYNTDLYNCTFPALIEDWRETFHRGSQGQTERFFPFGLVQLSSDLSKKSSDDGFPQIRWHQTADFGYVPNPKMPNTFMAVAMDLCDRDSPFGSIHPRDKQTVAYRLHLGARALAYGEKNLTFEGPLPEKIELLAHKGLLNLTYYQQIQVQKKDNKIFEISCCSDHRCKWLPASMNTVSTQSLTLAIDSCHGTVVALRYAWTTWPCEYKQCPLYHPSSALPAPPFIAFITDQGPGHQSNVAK
MBD2 DNA inh: inhibitors of human MBD2 binding to methylated oligonucleotide | 0.31% of 370,000 active | AID 686964 | inhibition, % at 4.4 µM | TR-FRET; in the data active means inhibition above about 13%
UHRF1 binding: UHRF1 methyl-DNA binding inhibition; Q96T88; UHRF1 binding to methylated oligo, TR-FRET; inhibition, % at 4.4 µM; 0.75% of 370,000 active; in the data active means inhibition above about 21%;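 further: UHRF1 SRA domain binding a hemimethylated CpG hairpin DNA probe; 0% = median of test compound wells and 100% = reference inhibitor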
NPR1 activator: GC-A (human) enzyme activation | P16066 | HEK293 GC-A cells, cGMP TR-FRET, EC30 ANP; 0% at EC30 ANP, 100% saturating ANP | activation, % at 10 µM | 0.14% of 370,000 active | AID 1671463; in the data active means activation above about 40%
rCAG RNA binder: binds r(CAG) RNA repeats | r(CAG) RNA repeat, TO-PRO-1 dye displacement fluorescence | inhibition, % at 3 µM | 1.3% of 370,000 active | AID 651821;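 active means inhibition above the plate cutoff, the mean of all test compounds on that plate plus 3 SD, cut at about 35% in these data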;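 further: 0% = DMSO alone and 100% = 100 µM mitoxantrone as full dye displacement; higher means more dye released from RNA so lower well fluorescence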
Active calls of the source: *. The list is partial; rates above refer to the full screens.

How did O=C(NCc1nc2ccccc2[nH]1)C1=C[C@@H](c2ccc(Br)cc2)C[C@@H](OCc2ccc(CO)cc2)O1 do in these assays?
HTRA1 inh: -42; TCR CD3 inh: -2; PRMT1 inh: -1; NPR2 activator: 1; ABHD4 inh: -26; SIAE primary: -27; MBD2 DNA inh: 0; UHRF1 binding: -1; NPR1 activator: -4; rCAG RNA binder: 4

How did O=C(CC1(O)C(=O)Nc2ccc(Br)cc21)c1ccccc1 (centres undefined) do in these assays?
HTRA1 inh: -4; TCR CD3 inh: 4; PRMT1 inh: -11; NPR2 activator: -4; ABHD4 inh: -2; SIAE primary: -5; MBD2 DNA inh: 5; UHRF1 binding: -2; NPR1 activator: -1; rCAG RNA binder: 3

Results for O=C(c1ccc([N+](=O)[O-])cc1)N1CCN(C(=O)c2cccs2)CC1 ?
HTRA1 inh: 0; TCR CD3 inh: 7; PRMT1 inh: -4; NPR2 activator: 3; ABHD4 inh: 0; SIAE primary: 1; MBD2 DNA inh: -12; UHRF1 binding: 0; NPR1 activator: 6; rCAG RNA binder: 0

What do the screens show for `CN(C)S(=O)(=O)c1cc(NC(=O)CNCCN2CCOCC2)ccc1Cl`?
HTRA1 inh: 1; TCR CD3 inh: 7; PRMT1 inh: -3; NPR2 activator: 0; ABHD4 inh: 9; SIAE primary: 6; MBD2 DNA inh: 2; UHRF1 binding: -2; NPR1 activator: -1; rCAG RNA binder: -3

What do the screens show for `CCCCN(Cc1ccco1)S(=O)(=O)c1c[nH]c(C(=O)OC)c1`?
HTRA1 inh: -4; TCR CD3 inh: 2; PRMT1 inh: 0; NPR2 activator: 1; ABHD4 inh: -1; SIAE primary: -1; MBD2 DNA inh: 3; UHRF1 binding: -3; NPR1 activator: 2; rCAG RNA binder: -2

What do the screens show for `CCC(=O)N1c2ccccc2NC2=C(C(=O)CC(c3ccco3)C2)C1c1ccco1` (centres undefined)?
HTRA1 inh: 3; TCR CD3 inh: -8; PRMT1 inh: 2; NPR2 activator: -1; ABHD4 inh: 0; SIAE primary: 1; MBD2 DNA inh: -1; UHRF1 binding: -1; NPR1 activator: -2; rCAG RNA binder: 1

How did CC(=O)c1ccc(NC(=O)NNS(=O)(=O)c2ccc(F)cc2)cc1 do in these assays?
HTRA1 inh: 5; TCR CD3 inh: -2; PRMT1 inh: 0; NPR2 activator: -1; ABHD4 inh: 5; SIAE primary: -3; MBD2 DNA inh: -3; UHRF1 binding: 1; NPR1 activator: 2; rCAG RNA binder: 3

What do the screens show for `CCOC(=O)C1=C(C#N)C(C(=O)OCC)c2ncccc21` (centres undefined)?
HTRA1 inh: -11; TCR CD3 inh: 1; PRMT1 inh: 8; NPR2 activator: 1; ABHD4 inh: -11; SIAE primary: -4; MBD2 DNA inh: -2; UHRF1 binding: 4; NPR1 activator: -5; rCAG RNA binder: 3

Results for CN(CC(=O)Nc1ccc(N2CCOCC2)cc1)C(=O)COc1ccccc1F ?
HTRA1 inh: 5; TCR CD3 inh: -3; PRMT1 inh: -1; NPR2 activator: -1; ABHD4 inh: 5; SIAE primary: 9; MBD2 DNA inh: -3; UHRF1 binding: 2; NPR1 activator: 0; rCAG RNA binder: 4

What do the screens show for `O=C(COC(=O)c1cc(=O)[nH]c2ccccc12)NCc1ccccc1`?
HTRA1 inh: 2; TCR CD3 inh: 2; PRMT1 inh: -8; NPR2 activator: -4; ABHD4 inh: 2; SIAE primary: 3; MBD2 DNA inh: 2; UHRF1 binding: -2; NPR1 activator: 1; rCAG RNA binder: 1

What do the screens show for `CCOC(=O)c1c(C)[nH]c(NC(=O)NNC(=O)c2ccc(OC)cc2)c1C`?
HTRA1 inh: -3; TCR CD3 inh: 5; PRMT1 inh: 4; NPR2 activator: 4; ABHD4 inh: -3; SIAE primary: 2; MBD2 DNA inh: 5; UHRF1 binding: 1; NPR1 activator: -2; rCAG RNA binder: 2

Results for CCN1C(=O)[C@@H]2[C@@H]3CN(S(=O)(=O)c4ccccc4C)[C@@H](c4ccc(Cl)cc4)[C@@H]3C(=O)C[C@@H]2C1=O ?
TCR CD3 inh: 6; PRMT1 inh: 0; NPR2 activator: -10; ABHD4 inh: -6; SIAE primary: 0; MBD2 DNA inh: -2; UHRF1 binding: -1; NPR1 activator: -9; rCAG RNA binder: 8

2 entries picked at random from the list so far:
How did CC(=O)c1ccc(NC(=O)NNS(=O)(=O)c2ccc(F)cc2)cc1 do in these assays?
HTRA1 inh: 5; TCR CD3 inh: -2; PRMT1 inh: 0; NPR2 activator: -1; ABHD4 inh: 5; SIAE primary: -3; MBD2 DNA inh: -3; UHRF1 binding: 1; NPR1 activator: 2; rCAG RNA binder: 3

Results for CN(CC(=O)Nc1ccc(N2CCOCC2)cc1)C(=O)COc1ccccc1F ?
HTRA1 inh: 5; TCR CD3 inh: -3; PRMT1 inh: -1; NPR2 activator: -1; ABHD4 inh: 5; SIAE primary: 9; MBD2 DNA inh: -3; UHRF1 binding: 2; NPR1 activator: 0; rCAG RNA binder: 4

(cont.)
How did CCOC(=O)C1=C2c3cc(OC)c(OC)cc3CC(C)(C)N2C(=O)C1=O do in these assays?
HTRA1 inh: 10; TCR CD3 inh: -3; PRMT1 inh: 0; NPR2 activator: 1; ABHD4 inh: 6; SIAE primary: -3; MBD2 DNA inh: -1; UHRF1 binding: 2; NPR1 activator: 2; rCAG RNA binder: -4

How did CCOC(=O)C1CCN(C(=O)c2cccc(S(=O)(=O)N(C)C3CCCCC3)c2)CC1 do in these assays?
HTRA1 inh: -2; TCR CD3 inh: -1; PRMT1 inh: -2; NPR2 activator: 5; ABHD4 inh: 4; SIAE primary: -1; MBD2 DNA inh: 0; UHRF1 binding: 0; NPR1 activator: 0; rCAG RNA binder: -9

Results for COc1ccc(/C=C/C(=O)NCCCc2ccccc2)cc1OC ?
HTRA1 inh: -5; TCR CD3 inh: 1; PRMT1 inh: 0; NPR2 activator: 0; ABHD4 inh: 4; SIAE primary: 0; MBD2 DNA inh: 6; UHRF1 binding: -3; NPR1 activator: 1; rCAG RNA binder: 4

How did COC(=O)c1cc(C(=O)OC)cc(N2C(=O)CN=C2Nc2nc(C)cc(C)n2)c1 do in these assays?
HTRA1 inh: 0; TCR CD3 inh: -7; PRMT1 inh: 2; NPR2 activator: -1; ABHD4 inh: -4; SIAE primary: -2; MBD2 DNA inh: 2; UHRF1 binding: 1; NPR1 activator: 0; rCAG RNA binder: 1

What do the screens show for `Cc1cc([N+](=O)[O-])cc2c1NC(c1ccccn1)C1CC=CC21` (centres undefined)?
HTRA1 inh: 11; TCR CD3 inh: 3; PRMT1 inh: 2; NPR2 activator: -5; ABHD4 inh: 18; SIAE primary: 17; MBD2 DNA inh: 0; UHRF1 binding: -1; NPR1 activator: -13; rCAG RNA binder: 20

What do the screens show for `Cc1ccc(SC(C)C(=O)NC2CC2)cc1` (centres undefined)?
HTRA1 inh: 4; TCR CD3 inh: 2; PRMT1 inh: 0; NPR2 activator: 4; ABHD4 inh: -5; SIAE primary: -4; MBD2 DNA inh: 4; UHRF1 binding: -4; NPR1 activator: 1; rCAG RNA binder: 0

How did O=C(Cn1nc(C(=O)O)c2ccccc2c1=O)Nc1ccc2c(c1)OCO2 do in these assays?
HTRA1 inh: 9; TCR CD3 inh: -2; PRMT1 inh: 2; NPR2 activator: -7; ABHD4 inh: 2; SIAE primary: 1; MBD2 DNA inh: -1; UHRF1 binding: -3; NPR1 activator: -4; rCAG RNA binder: 3

Results for c1ccc(-c2ncc(-c3ccn[nH]3)s2)cc1 ?
HTRA1 inh: -10; TCR CD3 inh: -1; PRMT1 inh: -3; NPR2 activator: -13; ABHD4 inh: -3; SIAE primary: -4; MBD2 DNA inh: -1; UHRF1 binding: -3; NPR1 activator: 8; rCAG RNA binder: -1

Results for NC(=O)Cn1nc2sc3ccccc3n2c(=O)c1=O ?
TCR CD3 inh: 5; PRMT1 inh: 0; NPR2 activator: 3; ABHD4 inh: 4; SIAE primary: 1; MBD2 DNA inh: -2; UHRF1 binding: 0; NPR1 activator: 2; rCAG RNA binder: -3

What do the screens show for `CCC(=O)Nc1ccc(C(=O)CSc2nnc(-c3cccnc3)o2)cc1`?
HTRA1 inh: -7; TCR CD3 inh: 0; PRMT1 inh: 1; NPR2 activator: -2; ABHD4 inh: -8; SIAE primary: -5; MBD2 DNA inh: 0; UHRF1 binding: 2; NPR1 activator: -3; rCAG RNA binder: 4

How did O=C(NCc1ccc2c(c1)OCO2)c1cccc2c1C(=O)N(C1CCCCC1)C2 do in these assays?
HTRA1 inh: 3; TCR CD3 inh: 10; PRMT1 inh: -1; NPR2 activator: 10; ABHD4 inh: 4; SIAE primary: 8; MBD2 DNA inh: -1; UHRF1 binding: 0; NPR1 activator: 3; rCAG RNA binder: 3

How did CC1CCCN(Cc2nc3c(c(=O)n(C)c(=O)n3C)n2CCCc2ccccc2)C1 (centres undefined) do in these assays?
HTRA1 inh: 0; TCR CD3 inh: 8; PRMT1 inh: -2; NPR2 activator: 0; ABHD4 inh: 2; SIAE primary: 2; MBD2 DNA inh: -1; UHRF1 binding: 3; NPR1 activator: -3; rCAG RNA binder: -1

Results for O=C(Nc1ccc(C(=O)O)cc1)/C(=C\c1ccc([N+](=O)[O-])cc1)NC(=O)c1ccc(Br)cc1 ?
HTRA1 inh: -4; TCR CD3 inh: 5; PRMT1 inh: 1; NPR2 activator: 0; ABHD4 inh: -3; SIAE primary: -2; MBD2 DNA inh: -2; UHRF1 binding: 1; NPR1 activator: 3; rCAG RNA binder: 44*

How did Cn1cccc1C(=O)N1CCN(S(=O)(=O)c2ccccc2F)CC1 do in these assays?
PRMT1 inh: 3; NPR2 activator: -8; ABHD4 inh: 3; SIAE primary: -4; MBD2 DNA inh: -2; UHRF1 binding: 0; NPR1 activator: 1; rCAG RNA binder: 2

How did COc1cc(/C=C2/C(=N)N3N=C(CC(=O)N4CCOCC4)SC3=NC2=O)ccc1OCc1ccc(F)cc1 do in these assays?
HTRA1 inh: -6; TCR CD3 inh: 2; PRMT1 inh: 4; NPR2 activator: 0; ABHD4 inh: -7; SIAE primary: -14; MBD2 DNA inh: 5; UHRF1 binding: 9; NPR1 activator: -9; rCAG RNA binder: 36*

What do the screens show for `Cc1c(C(=O)N2CCOCC2)c(S(=O)(=O)Nc2ccccc2)c(C)n1C`?
HTRA1 inh: 2; TCR CD3 inh: 7; PRMT1 inh: -2; NPR2 activator: -2; ABHD4 inh: 1; SIAE primary: -4; MBD2 DNA inh: -1; UHRF1 binding: -1; NPR1 activator: 3; rCAG RNA binder: 0

What do the screens show for `O=C1c2ccccc2NC(c2ccc(-c3cccc([N+](=O)[O-])c3)o2)N1O` (centres undefined)?
HTRA1 inh: 7; TCR CD3 inh: 10; PRMT1 inh: -1; NPR2 activator: -5; ABHD4 inh: 7; SIAE primary: 7; MBD2 DNA inh: -1; UHRF1 binding: -8; NPR1 activator: 0; rCAG RNA binder: 14

How did CCc1ccc(-c2csc(NC(=O)Oc3ccccc3)n2)cc1 do in these assays?
HTRA1 inh: 3; TCR CD3 inh: 1; PRMT1 inh: -1; NPR2 activator: -2; ABHD4 inh: 3; SIAE primary: 5; MBD2 DNA inh: 0; UHRF1 binding: -3; NPR1 activator: 6; rCAG RNA binder: 2
